Compound activity from PubChem.
N370S GC: N370S glucocerebrosidase modulation, Gaucher chaperone candidate; Potency, µM (doses to about 59.4 µM), for inactives: top-dose activity change, negative = inhibition, usual class: inhibitors; N370S GC spleen homogenate, 4MU-glucoside fluorescence; AID 2101; 330,000 compounds, 0.092% hits;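 further: 0% = full enzyme activity and -100% = no enzyme basal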
TDP1 block: inhibitors of human tyrosyl-DNA phosphodiesterase TDP1. recombinant TDP1, AlphaScreen DNA substrate cleavage. Q9NUW8. Potency, µM (top dose mostly 130 µM), for the others: top-dose activity change, negative = inhibition, most hits filed as inhibitors. 350,000 compounds, 0.28% hits; further: nearly all actives have a fitted effect of over 40% in size
Target sequence (Q9NUW8 whole entry, looked up): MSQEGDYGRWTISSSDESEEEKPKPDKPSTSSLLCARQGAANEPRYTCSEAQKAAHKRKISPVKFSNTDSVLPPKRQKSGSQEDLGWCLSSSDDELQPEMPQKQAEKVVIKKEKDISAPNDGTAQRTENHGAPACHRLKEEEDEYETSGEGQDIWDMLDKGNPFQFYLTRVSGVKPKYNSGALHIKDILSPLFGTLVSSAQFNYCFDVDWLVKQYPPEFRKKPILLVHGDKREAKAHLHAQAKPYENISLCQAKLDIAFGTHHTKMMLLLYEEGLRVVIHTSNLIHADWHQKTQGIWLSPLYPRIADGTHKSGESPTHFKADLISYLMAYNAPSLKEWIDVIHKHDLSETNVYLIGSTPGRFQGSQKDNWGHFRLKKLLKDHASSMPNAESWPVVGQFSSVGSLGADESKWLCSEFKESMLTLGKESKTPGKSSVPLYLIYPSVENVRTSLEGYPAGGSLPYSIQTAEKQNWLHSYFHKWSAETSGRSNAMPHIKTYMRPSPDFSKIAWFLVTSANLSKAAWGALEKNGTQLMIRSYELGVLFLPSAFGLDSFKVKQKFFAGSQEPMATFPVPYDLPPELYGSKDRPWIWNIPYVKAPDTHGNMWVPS
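Signal: AlphaScreen proximity between streptavidin donor and anti-FITC acceptor beads on intact substrate. Reaction: Tdp1 1 nM, substrate 15 nM final, 5 min RT after 15 min compound preincubation.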
TDP1 cell noCPT: qHTS for Inhibitors of human tyrosyl-DNA phosphodiesterase 1 (TDP1): qHTS in cells in absence of CPT; DT40 Tdp1-/- hTDP1 cells, no CPT, ATP luminescence, 48 h; 420,000 compounds, 15% hits; Potency, µM (top dose mostly 46.2 µM), inactives show at the top dose activity change, negative = growth inhibition, hits mostly inhibitors; AID 686978, 2013; further: nearly all actives have a fitted effect of over 55% in size
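Chicken DT40 Tdp1-/- cells complemented with human TDP1, screened without camptothecin (DMSO vehicle only), 400 cells/well. Compounds pin-transferred, cells incubated at 37 °C for at least 48 hr. Growth read as ATP-dependent luminescence (CellTiter-Glo, 30 min at RT).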
Numbers without * were called inactive; ? = inconclusive; · = not tested or not shown; & = joins results of further samples; [ ] = dose if it differs, or a comment. The call rests on the fitted dose curve; in most records, active means well fitted curve in the direction sought with a large enough effect; inconclusive means small, poorly fitted or top-dose-only effect, or another doubt; inactive means no such curve, though single readings can be large; an effect the other way counts as inactive or inconclusive. Unless noted, on the % scale 0 is the no-effect control and ±100 the full control effect; potency means the concentration at half of the fitted maximal effect. These rows are one share of the data, so the mix of outcomes need not match the whole.

SMILES	N370S GC	TDP1 block	TDP1 cell noCPT
CCOc1ccccc1OCCCC(=O)N(CC)CC(=O)Nc1c(F)cccc1F	-2.2%	·	-24.0%
CCCCC/C=C\C/C=C\C/C=C\C/C=C\CCCC(=O)C(F)(F)F	-29.8%	-1.0%	·
O=C(CCNC(=O)N1CC(=O)Nc2ccccc21)Nc1cccc(Cl)c1	-3.9%	4.4%	19.8%
CC(C)C[C@H](NC(=O)NCCC1=CCCCC1)C(=O)O	-1.9%	·	24.8%
COc1cc(NC(=O)Cn2nc(-c3ccc(F)cc3)ccc2=O)ccc1-n1cnnn1	-0.1%	2.7%	2.4%
Cc1cccc(NCN2C(=O)C3C4C=CC(C4)C3C2=O)c1 (configuration not stated)	15.1%	2.0%	2.3%
COc1ccc(C(=O)Nc2ccc(Cl)cc2C(=O)N2CCCC(C)C2)cc1 (configuration not stated)	-11.9%	4.7%	-29.8%
COc1ccc(CC(NC(C)=O)C(=O)NC2CCN(C(=O)c3ccc(Cl)cc3)CC2)cc1 (configuration not stated)	-0.4%	0.2%	-5.3%
Cc1ccc(C)c(N(CC(=O)NC(C)C)C(=O)CCC(=O)Nc2ccccn2)c1	-15.5%	1.8%	0.3%
CCOc1ccccc1-c1nc(-c2ccc(NC(=O)Cc3ccccc3OC)cc2)no1	11.9%	1.0%	?
C=CCN1C(=O)C(Cc2cccc(Cl)c2)SC1=Nc1ccc(C(=O)O)cc1 (configuration not stated)	5.3%	-5.4%	10.9%
Cn1cc(S(=O)(=O)Nc2ccc(Oc3ccccc3)cc2)c(=O)n(C)c1=O	-12.0%	2.8%	-5.6%
O=C(Cn1cc(/C=C\[N+](=O)[O-])c2ccccc21)Nc1ccccc1	-8.8%	1.9%	14.6µM*
Cc1nc2cc(CO)ccc2s1	5.6%	1.0%	1.3%
C=CCN(C(=O)OC(C)(C)C)S(=O)(=O)NCc1ccccc1	·	-0.3%	-7.0%&-36.0%
CCOc1ccccc1NC(=O)C1CCCN(S(=O)(=O)c2cccc3nsnc23)C1 (configuration not stated)	1.4%	-4.7%	?
O=C(COc1nncc2ccccc12)Nc1ccc(Br)cc1F	2.7%	2.9%	-9.7%
CS(=O)(=O)Cc1cccc(C(=O)NC2CCSc3ccccc32)c1 (configuration not stated)	0.8%	-3.3%	2.8%
Cc1cccc(-c2oc(C)c(C)[n+]2[O-])c1	-2.0%	2.3%	-5.3%
Cc1ccc2cccc(S(=O)(=O)Nc3c(C)n(C)n(-c4ccccc4)c3=O)c2n1	-1.3%	3.3%	-11.3%
Cc1nnsc1NC(=O)OCc1ccc(C(C)(C)C)cc1	22.9%	5.2%	8.2µM*
COC(=O)c1ccc(C2/C(=C(\O)c3ccc4c(c3)OCCO4)C(=O)C(=O)N2c2nnc(C)s2)cc1 (configuration not stated)	-20.1%	12.0%	38.5%[activator]
CC(=O)Nc1ccc(N(CC(O)Cn2c3ccccc3c3ccccc32)S(=O)(=O)c2ccc(C)cc2)cc1 (configuration not stated)	5.5%	-1.2%	?
CC(CCl)OC(C)CCl (configuration not stated)	0.5%	0.5%&11.6%	21.0%
O=C(N=NC(=O)c1ccco1)c1ccc2c(O)n(N3C(=O)c4ccccc4C3=O)c(O)c2c1	-2.7%	2.6%	-20.3%
(cont.)
SMILES	N370S GC	TDP1 block	TDP1 cell noCPT
Cc1ccc(C)c(-c2nnc(OCC(=O)Nc3cc(C)on3)c3ccccc23)c1	?	5.2%	?
Cc1ccc(NC(=O)c2c3c(nc4ccccc24)CCC3)cc1S(=O)(=O)N(C)C	3.6%	-10.8%	?
CN1CCN(CCCCC(=O)c2ccccc2)CC1	6.7%	1.0%	-15.3%
CCCCN(C1CCS(=O)(=O)C1)S(=O)(=O)c1ccc(OC)c(OC)c1 (configuration not stated)	-6.2%	0.0%	-1.6%
O=C(Nc1nnc(CCc2ccccc2)s1)c1ccco1	7.0%	4.7%	6.8%
Cc1ccc(-n2ncc(C(=O)N3CCN(c4ccccn4)CC3)c2C2CCN(C(=O)OC(C)(C)C)CC2)cc1C	·	5.3%	-16.1%
CC(=O)c1ccc(NC(=O)CCOc2cc(C)ccc2C)cc1	0.0%	-10.8%	?
CCc1c(C)nc2cc(-c3ccc(OC)cc3)[nH]n2c1=O	-5.6%	3.2%	14.6µM*
O=C(Nc1ccccc1C(=O)N1CCN(Cc2ccccc2)CC1)c1ccc(F)cc1	-4.4%	0.6%	?
COc1cc(N=Cc2c(CO)cnc(C)c2O)cc(OC)c1OC	28.7%	4.3%	-17.1%
COc1ccc(/C=N/NC(=O)/C(=C/c2ccccc2)CCO)cc1	10.1%	2.7%	-25.8%
Cc1cc(N)nc2nc(C(F)(F)F)nn12	-3.4%	6.5%	-8.9%
Cc1ccccc1N=C1c2ccccc2C(=O)C1[N+](=O)[O-] (configuration not stated)	-7.2%	6.0%	?
O=C(NCC(c1ccco1)N1CCCCC1)c1ccc(OCc2ccccc2)cc1 (configuration not stated)	?	5.4%	-12.4%
CCn1ncc(N2CCOCC2)c(Cl)c1=O	-5.0%	·	8.6%
COc1ccc(CC(=O)Nc2ccc(C(N)=O)cc2)cc1	-9.7%	·	1.0%
CCCC1Cc2c(sc3ncnc(N)c23)CO1 (configuration not stated)	3.4%	-5.0%	-18.0%
Cc1cccc(C(=O)NC(=O)Nc2ccc(-c3cc(C(F)(F)F)nn3-c3ccccc3)cc2)c1	·	0.0%	?
C=CCn1c(SCC(=O)Nc2cc(C)ccc2C)nnc1-c1cnccn1	-3.4%	8.2%	-15.6%
Cc1c(NC(=O)c2cc(-c3ccc(F)cc3)nc3ccccc23)c(=O)n(-c2ccccc2)n1C	·	1.2%	11.6µM*
COc1ccccc1C(=O)Nc1cccc(C(=O)OCc2cc(=O)n3c4c(sc3n2)CCCC4)c1	·	3.8%	?
COc1ccc(O)c(C=Nc2cc(C)on2)c1	-5.5%	3.0%	0.2%
Cc1cccc(N(C)S(=O)(=O)c2csc(C(N)=O)c2)c1	-4.4%	·	6.6%
COCCNCC(=O)Nc1nc(C)cs1	-16.3%	-1.2%	4.5%
COc1cccc(NC(=O)c2ccccc2-c2ccccc2C(=O)O)c1	-10.3%	·	5.3%
(cont.)
SMILES	N370S GC	TDP1 block	TDP1 cell noCPT
CCOC(=O)c1ccc(NS(=O)(=O)c2cc(-c3nnnn3CC)ccc2OC)cc1	-2.7%	3.9%[56.1 µM]	-2.2%
COc1ccc(C(=O)N2CCC3(CCN(C(=O)Nc4cccc(C#N)c4)CC3)CC2)cc1	-4.8%	·	?
CCOC(=O)C(Cc1c(F)cccc1Cl)c1ccnc2nc(N)nn12 (configuration not stated)	1.4%	-7.7%	5.2%
Cc1oc2ccc(OCc3ccc(F)cc3Cl)cc2c1C(=O)O	2.5%	1.2%	22.7%
COc1ccc2oc(=O)c(C(=O)NCc3ccc(F)cc3)cc2c1	9.6%	4.5%	-0.6%
c1cncc(CSc2nnc3ccc(-c4ccco4)nn23)c1	-2.5%	2.4%	5.3%
Cc1ccc(C(=O)O)cc1NC(=S)NC(=O)Cc1ccccc1	-2.2%	0.0%	-23.0%
COCCCn1c(C(=O)N2CC(C)OC(C)C2)cc2c(=O)n3ccccc3nc21 (configuration not stated)	?	1.6%	-1.6%
Cc1ccc(OC(=O)c2ccc3snnc3c2)cc1	0.0%	-3.9%	-5.9%
CCN1CCC(Nc2ccnc3cc(Cl)ccc23)CC1	2.3%	0.0%	-0.1%
CC(C)(C)c1ccccc1OCC(=O)Nc1ccccc1C(=O)NCc1cccnc1	4.0%	10.1%	16.4µM*
CCCCc1cc2c(cn1)=C(OC(=O)C1CCCC1)C(C)(OC(=O)CC)C(=O)C=2 (configuration not stated)	-3.9%[12.8 µM]	5.8%[21 µM]	·
CCn1c2ccccc2c2cc(NC(=O)CN(C)CC(=O)Nc3ccc(N4CCOCC4)cc3)ccc21	-16.1%	4.3%	23.1µM*
O=S(=O)(NCc1cn2ccccc2n1)c1cc(F)ccc1F	-16.9%	7.3%	1.6%
O=C(C1COc2ccccc2O1)N1CCN(S(=O)(=O)c2cc(F)ccc2F)CC1 (configuration not stated)	·	-0.3%	-3.9%
CC(=O)N/N=C/c1c(C)[nH]n(-c2ccccc2)c1=O	0.1%	7.9%	?
CC1=NNC(=O)C1Cc1ccccc1C (configuration not stated)	0.9%	·	7.3%
CCCC(=O)N(CCN1CCOCC1)c1nc2cc(C)c(C)cc2s1	-9.0%	1.3%	0.8%
CCc1cccc(NC(=O)C2CCCN(S(=O)(=O)c3cccnc3)C2)c1 (configuration not stated)	-5.6%	4.2%	14.6µM*
COc1cc(C(=O)NCc2ccc3[nH]c(C)cc3c2)cc(OC)c1OC	-7.7%	4.7%	5.1%
CCNC(=O)Oc1ccc[nH]c1=O	4.8%	-12.3%	?
Cc1cc(Nc2ccccc2)nc(NCc2ccccc2)n1	3.5%	0.0%	4.11µM*
Cc1cccc(CNC(=O)c2cnc3sc(N4CCCCC4)nn3c2=O)c1	·	7.9%	?
O=C(CC(=O)Nc1ccc(Cl)cc1)N/N=C\c1cccc(F)c1	8.7%	·	8.6%
O=C(O)CCC(=O)Nc1sc2c(c1C(=O)NCc1ccccc1)CCCC2	12.5%	7.5%	1.5%

Entries listed so far that contain a nitro group on carbon, in the order listed:
SMILES	N370S GC	TDP1 block	TDP1 cell noCPT
O=C(Cn1cc(/C=C\[N+](=O)[O-])c2ccccc21)Nc1ccccc1	-8.8%	1.9%	14.6µM*
Cc1ccccc1N=C1c2ccccc2C(=O)C1[N+](=O)[O-] (configuration not stated)	-7.2%	6.0%	?

More structures:
SMILES	N370S GC	TDP1 block	TDP1 cell noCPT
COC(=O)N/N=C\c1ccccc1OC/C=C/c1ccccc1	-6.3%	4.2%[56.1 µM]	?
CCN(CC)CCCNC(=O)Cn1nc(C)n2c(cc3sccc32)c1=O	·	-6.8%	-9.7%
Cc1ccc(N2C(N)=C(C#N)C(c3ccsc3)C3=C2CC(C)(C)CC3=O)cc1 (configuration not stated)	?	2.5%	?
COc1cc(NC(=O)CN2C(=O)CCc3cc(Br)ccc32)cc(OC)c1OC	·	1.8%	?
Cc1ccccc1NS(=O)(=O)c1ccc(C(=O)NNC(=O)c2ccccc2O)cc1	-17.2%	·	?
COC(=O)c1c(-c2cccs2)csc1NC(=O)CN1CCOCC1	4.7%	6.9%	?

Molecules above that have a halogen, in the order listed:
SMILES	N370S GC	TDP1 block	TDP1 cell noCPT
CCOc1ccccc1OCCCC(=O)N(CC)CC(=O)Nc1c(F)cccc1F	-2.2%	·	-24.0%
CCCCC/C=C\C/C=C\C/C=C\C/C=C\CCCC(=O)C(F)(F)F	-29.8%	-1.0%	·
O=C(CCNC(=O)N1CC(=O)Nc2ccccc21)Nc1cccc(Cl)c1	-3.9%	4.4%	19.8%
COc1cc(NC(=O)Cn2nc(-c3ccc(F)cc3)ccc2=O)ccc1-n1cnnn1	-0.1%	2.7%	2.4%
COc1ccc(C(=O)Nc2ccc(Cl)cc2C(=O)N2CCCC(C)C2)cc1 (configuration not stated)	-11.9%	4.7%	-29.8%
COc1ccc(CC(NC(C)=O)C(=O)NC2CCN(C(=O)c3ccc(Cl)cc3)CC2)cc1 (configuration not stated)	-0.4%	0.2%	-5.3%
C=CCN1C(=O)C(Cc2cccc(Cl)c2)SC1=Nc1ccc(C(=O)O)cc1 (configuration not stated)	5.3%	-5.4%	10.9%
O=C(COc1nncc2ccccc12)Nc1ccc(Br)cc1F	2.7%	2.9%	-9.7%
CC(CCl)OC(C)CCl (configuration not stated)	0.5%	0.5%&11.6%	21.0%
O=C(Nc1ccccc1C(=O)N1CCN(Cc2ccccc2)CC1)c1ccc(F)cc1	-4.4%	0.6%	?
Cc1cc(N)nc2nc(C(F)(F)F)nn12	-3.4%	6.5%	-8.9%
CCn1ncc(N2CCOCC2)c(Cl)c1=O	-5.0%	·	8.6%
Cc1cccc(C(=O)NC(=O)Nc2ccc(-c3cc(C(F)(F)F)nn3-c3ccccc3)cc2)c1	·	0.0%	?
Cc1c(NC(=O)c2cc(-c3ccc(F)cc3)nc3ccccc23)c(=O)n(-c2ccccc2)n1C	·	1.2%	11.6µM*
CCOC(=O)C(Cc1c(F)cccc1Cl)c1ccnc2nc(N)nn12 (configuration not stated)	1.4%	-7.7%	5.2%
Cc1oc2ccc(OCc3ccc(F)cc3Cl)cc2c1C(=O)O	2.5%	1.2%	22.7%
COc1ccc2oc(=O)c(C(=O)NCc3ccc(F)cc3)cc2c1	9.6%	4.5%	-0.6%
CCN1CCC(Nc2ccnc3cc(Cl)ccc23)CC1	2.3%	0.0%	-0.1%
O=S(=O)(NCc1cn2ccccc2n1)c1cc(F)ccc1F	-16.9%	7.3%	1.6%
O=C(C1COc2ccccc2O1)N1CCN(S(=O)(=O)c2cc(F)ccc2F)CC1 (configuration not stated)	·	-0.3%	-3.9%
O=C(CC(=O)Nc1ccc(Cl)cc1)N/N=C\c1cccc(F)c1	8.7%	·	8.6%
COc1cc(NC(=O)CN2C(=O)CCc3cc(Br)ccc32)cc(OC)c1OC	·	1.8%	?
